ST2 IL33 inh: inhibitors of human ST2 (IL1RL1) binding to IL-33, primary screen, biochemical, AlphaLISA | inhibition, % for hits at 17 µM | 78,000 tested, 2.3% active | AlphaLISA ST2-Fc/biotin-IL-33 interaction, 1 h; in the data active = inhibition above about 30%; inconclusive = mostly about 10% to 28%
Target sequence (Q01638 whole entry, looked up): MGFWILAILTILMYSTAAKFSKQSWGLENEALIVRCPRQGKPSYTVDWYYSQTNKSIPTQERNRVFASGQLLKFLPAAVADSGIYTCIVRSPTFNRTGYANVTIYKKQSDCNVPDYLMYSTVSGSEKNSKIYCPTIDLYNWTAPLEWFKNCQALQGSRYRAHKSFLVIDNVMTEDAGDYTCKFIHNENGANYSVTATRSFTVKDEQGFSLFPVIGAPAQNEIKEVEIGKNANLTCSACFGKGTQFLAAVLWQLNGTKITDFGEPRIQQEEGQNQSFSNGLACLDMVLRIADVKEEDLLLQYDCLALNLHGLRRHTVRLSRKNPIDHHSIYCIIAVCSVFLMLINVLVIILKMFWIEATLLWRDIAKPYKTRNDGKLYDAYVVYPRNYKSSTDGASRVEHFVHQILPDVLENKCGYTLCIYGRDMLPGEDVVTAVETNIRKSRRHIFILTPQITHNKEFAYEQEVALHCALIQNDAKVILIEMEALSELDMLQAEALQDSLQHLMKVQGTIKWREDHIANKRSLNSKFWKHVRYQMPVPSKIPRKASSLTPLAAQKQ
* = called active by the depositor; i = inactive; ? = inconclusive. An excerpt. The share of hits here may be higher or lower than overall.

structure	ST2 IL33 inh
CCn1cc(CN(C)C(C)C(=O)N(C)C)cn1 (stereo unspecified)	?
C=CCN1CC(C(=O)NCCN2Cc3ccccc3OC(c3ccsc3)C2)CC1=O (stereo unspecified)	i
O=C(c1ccc(Cl)cn1)N1C[C@@H]2C[C@H](C1)[C@@H]1CCCC(=O)N1C2	i
CC(NC(=O)Cc1cccs1)C(c1cccs1)N1CCN(c2ccccc2F)CC1 (stereo unspecified)	i
Cc1cc(NS(=O)(=O)c2ccccc2)c(C)c(Cl)c1O	i
CC(C)CSc1nnc2[nH]c(=O)cc(N)n12	?
Cc1cc(OCC(O)CNC2CCSCC2)ccc1Cl (stereo unspecified)	i
Cc1cnc(CN(C)C(=O)C23CC4C[C@@](C)(C2)C[C@](C)(C4)C3)[nH]1	i
O=C(CSc1nnc(COc2ccccc2)n1-c1ccccc1)c1cccs1	i
C=CCc1cc(C(=O)N2CCCC2)ccc1O	i
Cn1cc(C(=O)NCC2COc3ccccc3O2)c2c3ccccc3n(C)c2c1=O (stereo unspecified)	i
COc1ccc(N2C(=O)CC(NCc3ccco3)C2=O)cc1 (stereo unspecified)	i
N#CCOc1ccc2cc(-c3nc4ccccc4s3)c(=O)oc2c1	i
O=C(NC1CC(=O)N(C2CCCCCC2)C1)c1ccccc1-c1ncc[nH]1 (stereo unspecified)	i
COC(=O)c1ccc(-n2c(/C=C\c3ccccc3F)nc3ccccc3c2=O)cc1	?

The list continues:
structure	ST2 IL33 inh
CN1CCN(S(=O)(=O)N2CCC(n3cc(C4CC4)nn3)CC2)CC1	i
O=C(O)CCNS(=O)(=O)/C=C/c1ccccc1	i
CC1(C)NC(=O)N(CC(O)COc2ccccc2Br)C1=O (stereo unspecified)	?
CCCS(=O)(=O)c1c(S(=O)(=O)CCC)c2ccccn2c1C(=O)c1ccc(OC)cc1	?
CC1=NN(c2ccccc2)C(=O)C1C(=O)c1ccc(F)cc1 (stereo unspecified)	37%*
COCc1nc(N(C)CCSc2ccccc2)c2cnn(C)c2n1	i
Cc1ccc(NC(=O)CC2Sc3ccccc3NC2=O)c([N+](=O)[O-])c1 (stereo unspecified)	i
Cc1nc2c(ccc3nc(NC(=O)c4ccc(Cl)cc4Cl)sc32)s1	i
CSc1c(CC(=O)NCCc2ccccc2)n(C)c2ccc(C)cc12	i
CN(Cc1nc2ccccc2[nH]1)C(=O)c1cn(Cc2cccc(C(F)(F)F)c2)nn1	?
O=[N+]([O-])c1cc(C(F)(F)F)cc([N+](=O)[O-])c1Sc1nnnn1-c1ccccc1	?
CC(C)C1CN(C(=O)NCc2ccc(Cl)cc2)CCC(=O)N1CC1CC1 (stereo unspecified)	i
COc1ccc(NC(=O)Cc2cc(C)no2)c(NC(=O)C(C)C)c1	?
Cc1ccc(C(=O)Nc2cc3c(ccc4ccccc43)oc2=O)cc1C	?
COc1cccc(-c2cc(C(F)(F)F)nc(NCc3ccco3)n2)c1	i

Other compounds follow.
structure	ST2 IL33 inh
CC1=C(C(=O)Nc2cc(C)ccn2)C(c2ccc(Cl)cc2)C2=C(CC(C)(C)CC2=O)N1 (stereo unspecified)	i
c1ccc(Nc2nc3nonc3nc2N2CCOCC2)cc1	?
Clc1ccccc1Cc1noc(CN2CCN(Cc3ccccc3)CC2)n1	?
OCC#CC(O)(c1ccc(F)cc1)c1ccc(F)cc1	i
CC(C)c1nc(CN(C)C(=O)c2ccc(-n3cnnn3)cc2)cs1	?
O=C1Nc2ccccc2N(O)N1c1ccc(Br)cc1	?
O=S(=O)(Nc1ccc(O)c(Cl)c1)c1ccccc1	?
O=C(Cn1cnc2c(cnn2-c2ccc(Cl)cc2)c1=O)c1ccccc1	i
Nc1ccc(-c2nc3cc4sc(-c5ccc(N)cc5)nc4cc3s2)cc1	?
N#C/C(=C\c1ccc(O)c(O)c1)C(=O)Nc1ccccc1	i
CCOC(=O)c1ccc(Cn2ccnc2-c2cnc[nH]2)o1	?
[O-][n+]1c2ccc3nonc3c2nn1-c1ccccc1Cl	i
CCc1c(C)c(C#N)c2[nH]c3ccccc3n2c1=O	i
Cc1nc2cccnc2n1CCN1CCNCC1	i
O=C(Cn1nc(-c2ccccc2)ccc1=O)NCc1cccs1	i

4 entries from above, with each value named:
O=C1Nc2ccccc2N(O)N1c1ccc(Br)cc1
  ST2 IL33 inh: ?

O=S(=O)(Nc1ccc(O)c(Cl)c1)c1ccccc1
  ST2 IL33 inh: ?

O=C(Cn1cnc2c(cnn2-c2ccc(Cl)cc2)c1=O)c1ccccc1
  ST2 IL33 inh: i

Nc1ccc(-c2nc3cc4sc(-c5ccc(N)cc5)nc4cc3s2)cc1
  ST2 IL33 inh: ?

(next part)
structure	ST2 IL33 inh
O=C(Cn1nc(-c2ccccc2)ccc1=O)NC1CCCCCCC1	?
Cc1nn(S(=O)(=O)c2ccc(Br)cc2)c(C)c1Sc1ccccc1	i
Cc1nn(-c2ccccc2)c2c1C(c1ccc(OC(C)C)cc1)C(C#N)=C(N)O2 (stereo unspecified)	i
COCc1nc(NCCn2cccc2)c2cnn(C)c2n1	i
CCCOc1cc(C)c2c(c1C)C[C@H]([C@H](C)C(=O)N1CCOCC1)CC2	i
CCC(=O)Nc1ccc2nn(-c3ccc(C)c(Cl)c3)nc2c1	?
COc1cccc(C2CC(=O)C3=C(C2)Nc2ccccc2NC3c2ccc(C(F)(F)F)cc2)c1 (stereo unspecified)	?
Cc1ccc(NC(=O)CCN2C(=O)S/C(=C\c3ccccc3)C2=O)cc1	i
COC(=O)c1ccc(NC(=O)CN2CCN(Cc3ccccc3)S2(=O)=O)cc1	i
CN(C)CCNC(=O)c1cccn2c(=O)c3c4c(sc3nc12)CCCC4	i
C=CCc1c(C)nc2nc(SCC(=O)Nc3ccc(C)cc3)nn2c1C	i
N#CC1=C(N)OC2=C(C(=O)CC(c3ccccc3)C2)C1c1ccoc1 (stereo unspecified)	?
Cc1ccc(CN2C(=O)CCC2(C)C(=O)NCc2cccnc2)cc1 (stereo unspecified)	i
COc1cccc(-c2ccc(C(=O)NC(C)c3nncn3C)o2)c1 (stereo unspecified)	i
O=C(NCCCN1CCCC1)c1cc(=O)[nH]c2ccc(S(=O)(=O)N3CCCC3)cc12	i

Compounds listed so far with bromine (three):
structure	ST2 IL33 inh
CC1(C)NC(=O)N(CC(O)COc2ccccc2Br)C1=O (stereo unspecified)	?
O=C1Nc2ccccc2N(O)N1c1ccc(Br)cc1	?
Cc1nn(S(=O)(=O)c2ccc(Br)cc2)c(C)c1Sc1ccccc1	i

Continued:
structure	ST2 IL33 inh
Cc1ccsc1CNc1ccc(C(=O)N2CCCC(Cn3ccnc3C)C2)cc1 (stereo unspecified)	?
COc1ccccc1-c1cc(C(=O)NCc2cccnc2)no1	i
Cc1cccc(N2C(=O)NC3CC2(C)Oc2ccc(Cl)cc23)c1 (stereo unspecified)	i
O=C(Nc1ccc(F)c(F)c1)C1c2ccccc2Oc2ccccc21	i
CN(C)C(=O)Oc1cccc([N+](C)(C)C)c1	?
OCC1CCCN(Cc2ccc3c(c2)Cc2ccccc2-3)C1 (stereo unspecified)	98%*
CCc1nc(C)ccc1OCC(=O)N1CCCC2(CCNCC2)CC1	i
COCCNC(=S)N[C@H]1C[C@H]2C(=O)NC[C@@H](CCC(=O)N3CCCCC3)N2C1	i
COc1ccc(NC(=O)c2oc3ccccc3c2NC(=O)COc2ccc(F)cc2)cc1	i
O=C(NCc1cccc(Cl)c1)C1CCC(=O)N(CCCN2CCOCC2)C1 (stereo unspecified)	i
Cc1n[nH]c(C)c1S(=O)(=O)NCCc1ccccc1	i
CCN(Cc1ccccc1)Cc1ccc(OC)c(OC)c1	?
O=C(/C=C1\Sc2ccccc2N(Cc2ccccc2F)C1=O)NCc1ccc2c(c1)OCO2	?
CCN(CC)CCNC(=O)c1ccc(N)cc1	i
CN(C(=O)c1cc(S(N)(=O)=O)ccc1F)C1Cc2ccccc2C1	?

Later entries.
structure	ST2 IL33 inh
CCN(CC)C(=O)c1cc2cc3ccc(OC)cc3nc2s1	?
CCOC(=O)C1(Cc2ccccc2Cl)CCN(C(=O)CSc2nnc(CC)o2)CC1	i
CN1C(=O)C(C2C(=O)NC(=O)NC2=O)(C2C(=O)NC(=O)NC2=O)c2ccccc21	i
COc1ccc(NC(=O)N2CCC(n3c(C)nc4cccnc43)CC2)cc1OC	?
CC(=O)N1CCC(C(=O)NCc2nc3cc(C(C)(C)C)ccc3o2)CC1	i
COc1cccc(C(=O)N2CCN(Cc3cn(CCO)nc3C)CC2)c1	i
O=C(c1ccncc1)N1N=C(c2cccc(Br)c2)CC1(O)C(F)(F)F (stereo unspecified)	i
O=C(Nc1nc(=O)c2ccccc2s1)c1ccccc1	i
c1csc(CNc2ncnc3nc[nH]c23)c1	?
O=[N+]([O-])c1nn(-c2ccccc2)n(O)c1=NCc1ccc2c(c1)OCO2	?
CN(CC#CC(C)(C)O)Cc1ccccc1	?
Cc1oc(C(C)(C)C)cc1C(=O)N1CCCC1C(=O)O (stereo unspecified)	i
CC(=O)N1CCC(N2C[C@H](O)C[C@H]2c2nc(CS(=O)(=O)c3ccc(F)cc3)no2)CC1	i
O=C(C1CC1)N1CCc2cc(S(=O)(=O)N3CCN(Cc4ccccc4)CC3)ccc21	i
O=c1oc2cc(OCc3ccc(F)cc3)ccc2c2c1CCC2	i

(continued)
structure	ST2 IL33 inh
CCC(C(=O)OC)n1cnc2c(cnn2-c2ccc(Cl)cc2)c1=O (stereo unspecified)	i
C[C@@H]1O[C@@H](OC[C@H]2O[C@@H](OC(CCCCc3ccc(O)cc3)CCc3ccc(O)cc3)[C@H](O)[C@@H](O)[C@@H]2O)[C@H](O)[C@H](O)[C@H]1O (stereo partly specified)	i
CCOc1ccc(Br)cc1S(=O)(=O)N1CCN(c2nc(C)cc(Nc3ccccc3)n2)CC1	i
Cc1cccc(C)c1NC(=O)Cn1c(=O)n(-c2ccc(F)cc2F)c(=O)c2sccc21	?
CCc1ccc(NC(=O)c2ccc(CN3CCOCC3)cc2)cc1	i
Cc1ccccc1-c1nccn1CCCN1CCOCC1	i
Cn1ccnc1CN(CCO)Cc1ccc(-c2ccc(Cl)cc2F)o1	i
CC(=O)N1CCN([C@H]2[C@@H]3OC[C@@H](O3)[C@@H](NC(=O)Nc3ccc(F)cc3)[C@@H]2O)CC1	?
CNS(=O)(=O)c1ccc(Oc2ccc(S(=O)(=O)NC)cc2)cc1	?
OC[C@H]1O[C@@H](n2cnc3c(N[C@H]4CCC[C@@H]4O)ncnc32)[C@H](O)[C@@H]1O	?
O=C(Cc1ccccc1)Nc1cccc(NC(=O)c2cccs2)c1	i
O=C(CSc1nccc2ccccc12)c1ccccc1	i
CCc1cccc(NC(=O)Cn2c(=O)n(CC3CCC(C(=O)NC)CC3)c(=O)c3sccc32)c1 (stereo unspecified)	i
COc1ccc(Oc2ccc(N)cc2)cc1	39%*
O=C(O)C[C@@H]1CCN(Cc2ccc(F)cc2)C[C@@H]1CCN1C[C@@H]2C[C@H](C1)c1cccc(=O)n1C2	i

Next results
structure	ST2 IL33 inh
CCOc1cc(-c2nc3sc4c(c3c(=O)[nH]2)CCCC4)ccc1O	i
CCN(CC)S(=O)(=O)N1CCOC(c2ccc(Cl)c(Cl)c2)C1 (stereo unspecified)	i
CCOC(=O)C1=C(N)OC2=C(C(=O)CC(c3ccccc3)C2)C1c1cccc(Br)c1 (stereo unspecified)	?
COc1c(F)ccc(C(=O)N(Cc2ccsc2)CC(C)C)c1F	i
O=C(Nc1nc(-c2ccc3ccccc3c2)cs1)c1cccs1	i
Cc1cc(C)c(S(=O)(=O)N2CCCC2=O)c(C)c1	i
O=C(Nc1nc2c(Cl)cccc2s1)c1ccc(S(=O)(=O)N2CCCC2)cc1	i
CCN(CCN1CCCC1)C(=O)c1ccc(-n2cccc2)cc1	i
O=C(NCc1ccncc1)Nc1ccc([N+](=O)[O-])cc1	i
N#CCSC1=Nc2ccccc2C2=NC(CCC(=O)NC3CCCCC3)C(=O)N12 (stereo unspecified)	i
CCC(=O)N1CCc2cc(Br)cc(S(=O)(=O)Nc3ccc4c(c3)OCCO4)c21	i
CC(=O)N1CCn2nc(C(=O)N(Cc3c(F)cccc3Cl)C3CC3)cc2C1	i
COc1ccc(C2(C(=O)NCCC3CCCN(C)C3)CC2)cc1 (stereo unspecified)	i
Cc1cc(C)n2nc(SC(C)C(=O)NC3CCCCCCC3)nc2n1 (stereo unspecified)	?
Cc1ccc(Nc2cc(C)nc(-c3ccccc3)n2)cc1	?

(continued)
structure	ST2 IL33 inh
COc1ccc(C(=O)Nc2cccc(C(=O)O)c2)cc1	i
COc1cccc(N2CC(NC(=O)c3ccc(Br)o3)CC2=O)c1 (stereo unspecified)	i
Cc1nnc(NC(=O)CC(NC(=O)C(F)(F)F)c2ccccc2)s1 (stereo unspecified)	i
CC(=O)c1ccc(NC(=O)CC2SC(N)=NC2=O)cc1 (stereo unspecified)	?
CSc1cccc(CN(C)C(=O)CC2COCCN2)c1 (stereo unspecified)	?
COc1ccc(-c2nnc3sc(-c4ccc(OC)c(OC)c4)nn23)cc1	?
Cn1c(=O)[nH]c(=O)c2c1nc(N(CCO)CCO)n2CCc1ccccc1	?
CSc1nc2c([nH]c3ccccc32)c(=O)n1-c1ccc(F)cc1	?
COc1ccccc1-c1cccc(C(=O)NC(C)Cc2ccccn2)c1 (stereo unspecified)	i
Cc1cc(-c2cc3c(n(Cc4cccnc4)c2=O)CCN(C(=O)COc2ccccc2)C3)ccc1F	i

High-throughput results as filed in PubChem.
